HIF-2a inh: blocks HIF-2a reporter activity. 786-0 RCC cells HIF-2a reporter, luciferase luminescence, overnight. inhibition, % at 18.8 µM. 0.72% of 360,000 active;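 active means inhibition of the luminescence signal of 40% or more relative to plate controls, in a single-dose primary screen at 18.75 µM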
Vif imaging: blocks HIV Vif function. HEK293T cells, Vif self-association by quenched fluorescence, imaging, 24 h. inhibition, % at 7.49 µM. 0.35% of 340,000 active; in the data active means inhibition above about 50%, passing the limit was not always enough; further: some results filed as inactive read as strong as hits
Peg3 prom inh: Peg3 promoter activity inhibition. HeLa PEG-Prom luciferase reporter, luminescence, overnight. inhibition, % at 20 µM. 1.7% of 360,000 active;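 active means inhibition of at least 50% at 20 µM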
NR2E3 ag-1: human photoreceptor-specific nuclear receptor agonism | inhibition of corepressor binding, % at 3.98 µM | CHO-S Gal4-NCOR/VP16-NR2E3 two-hybrid, luciferase | 0.35% of 360,000 active | AID 602229 | Q9Y5X4;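 active means inhibition above the mean of all tested compounds plus 3 SD, cut at about 70% in these data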;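 further: 0% = DMSO with NR2E3 transfected cells and 100% = cells lacking NR2E3 construct; higher means lower luciferase signal from less NR2E3 corepressor binding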
Target sequence (Q9Y5X4 whole entry, looked up, the tested form may be a part): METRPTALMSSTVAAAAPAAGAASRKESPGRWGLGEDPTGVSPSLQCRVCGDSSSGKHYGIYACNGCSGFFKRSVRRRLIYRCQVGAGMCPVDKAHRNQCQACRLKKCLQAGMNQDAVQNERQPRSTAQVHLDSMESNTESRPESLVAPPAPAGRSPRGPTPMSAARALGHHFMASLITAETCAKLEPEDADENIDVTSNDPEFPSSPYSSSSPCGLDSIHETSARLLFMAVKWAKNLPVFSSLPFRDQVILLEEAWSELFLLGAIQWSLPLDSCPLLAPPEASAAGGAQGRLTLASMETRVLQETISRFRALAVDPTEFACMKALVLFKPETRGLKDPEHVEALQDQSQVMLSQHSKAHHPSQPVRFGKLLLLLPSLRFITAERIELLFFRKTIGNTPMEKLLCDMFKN
NR2E3 ag-2: activates human photoreceptor nuclear receptor NR2E3; Q9Y5X4; GST-NR2E3/biotin-RetCOR TR-FRET, 1536-well; inhibition of corepressor binding, % at 4.78 µM; 0.12% of 320,000 active; AID 2300;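 active means percent inhibition above the cutoff of mean plus 3 SD of all tested compounds, set per screening campaign, cut at about 20% in these data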;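 further: 0% = DMSO wells and 100% = biotin wells as full block of FRET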
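Test system – NR2E3–RetCOR corepressor complex · Quantity – NR2E3 fusion 1.35 nM · Buffer or medium – Tris pH 7.5 · Incubation – Compound–protein incubation for 5 h at 4 °C · Technique – TR-FRET, Eu(K)-anti-GST donor, streptavidin-D2 acceptor, ex 340, em 617/671 nm · Evaluation – percent inhibition of 671/617 nm emission ratio versus biotin and DMSO controls · Plate – 1536-well format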
iPSC survival up: hiPSC single-cell survival enhancement. ATPlite luminescence; 100% = ROCK inhibitor wells, 0% = DMSO. survival enhancement, % at 20 µM. 0.044% of 360,000 active; in the data active means survival enhancement above about 18%;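 further: cells exposed to compounds for 16 hours before the ATP read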
Exocytosis inh: lytic granule exocytosis inhibition. TALL-104 LAMP-1 surface exposure, flow cytometry; cells stimulated with thapsigargin and PMA. inhibition, % at 10 µM. 0.66% of 360,000 active;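 active means inhibition above about 55%, limit read from the data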
CaV13 FRET inh: Disruptors of the CACNA1D IQ motif to Ca2+-dependent inactivation inhibitor domain association, primary screening, Förster resonance energy transfer in intact living … | HEK cells, CFP/YFP FRET ICDI-IQ, plate reader, 10 min; percent FRET-ratio fall versus neutral wells | inhibition, % at 12.3 µM | 0.098% of 340,000 active;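 active means mean replicate inhibition of at least 30% and at least 1% of replicates passing that level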;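 further: 0% = median of the neutral control wells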
PDI inh: PDI (human) enzyme inhibition. P07237. PDI insulin aggregation turbidity, A650, 90 min. inhibition, % at 10 µM. 0.052% of 350,000 active. AID 588391;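 active means mean inhibition across replicates of 30% or more, whatever share of single replicates reach that level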;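 further: absorbance from insulin aggregation driven by PDI reduction with DTT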
Target sequence (P07237 whole entry, looked up): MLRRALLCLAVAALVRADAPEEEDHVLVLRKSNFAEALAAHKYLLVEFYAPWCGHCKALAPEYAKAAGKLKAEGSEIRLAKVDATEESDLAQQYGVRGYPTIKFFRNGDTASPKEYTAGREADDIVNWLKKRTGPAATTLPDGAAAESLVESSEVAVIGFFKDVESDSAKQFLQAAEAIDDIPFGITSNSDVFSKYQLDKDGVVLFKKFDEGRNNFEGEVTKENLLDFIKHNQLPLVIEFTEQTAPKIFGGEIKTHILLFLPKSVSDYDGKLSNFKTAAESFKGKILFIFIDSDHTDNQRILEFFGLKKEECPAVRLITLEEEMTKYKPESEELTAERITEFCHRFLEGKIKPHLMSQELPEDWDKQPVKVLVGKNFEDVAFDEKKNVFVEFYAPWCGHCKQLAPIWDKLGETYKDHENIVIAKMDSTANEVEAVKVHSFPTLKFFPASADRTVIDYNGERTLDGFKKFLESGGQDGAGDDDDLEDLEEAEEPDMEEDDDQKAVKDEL
aDG glyco up: alpha-DG glycosylation activation; Pro5-aDG cells, alpha-DG glycosylation AlphaScreen (IIH6); 0% Pro5, 100% B10-LARGE cell signal; activation, % at 10 µM; 0.22% of 360,000 active;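 active means activation of at least 8% versus controls, or a plate z-score of at least 8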;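 further: Pro5 are CHO cells carrying HIG-tagged alpha-DG that lacks glycosylation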
TRPM1 prom inh: reduces MITF-dependent TRPM1 promoter luciferase signal. SK-MEL-5 TRPM1 promoter luciferase, 24 h. inhibition, % at 12.5 µM. 0.83% of 330,000 active;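 active means mean inhibition across replicates of 60% or more, whatever share of single replicates reaches that level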; further: values of inactives mirror those of a sister screen read the other way
An asterisk follows results filed as active.

`COc1ccc(Cl)cc1NC(=O)CN(C)C(=O)c1cc(=O)c2ccccc2o1` gave HIF-2a inh -2, Vif imaging -8, Peg3 prom inh 0, NR2E3 ag-1 11, NR2E3 ag-2 3, iPSC survival up 5.0, Exocytosis inh -2, CaV13 FRET inh -3, PDI inh 21, aDG glyco up 0.0 and TRPM1 prom inh 14.
`O=C(Nc1ccc(Cn2nnc3ccccc32)cc1)c1ccco1` gave HIF-2a inh -16, Vif imaging -8, Peg3 prom inh -9, NR2E3 ag-1 0, NR2E3 ag-2 0, iPSC survival up -0.3, Exocytosis inh 1, CaV13 FRET inh -7, PDI inh 8, aDG glyco up 0.6 and TRPM1 prom inh 3.
COc1ccccc1C(O)(C(=O)NNc1ccccc1C)c1ccccc1OC was read as HIF-2a inh 11, Vif imaging -1, Peg3 prom inh -4, NR2E3 ag-1 2, NR2E3 ag-2 0, iPSC survival up -0.2, Exocytosis inh -7, CaV13 FRET inh -6, PDI inh -6, aDG glyco up 0.7 and TRPM1 prom inh -6.
CCN(c1ccccc1)S(=O)(=O)c1ccc(Cl)c(C(=O)Nc2ccncc2)c1 was read as HIF-2a inh 24, Peg3 prom inh 18, NR2E3 ag-1 19, iPSC survival up 18, Exocytosis inh -3, CaV13 FRET inh -5, PDI inh -6 and aDG glyco up 1.2.
Screening CCc1ccc(OCC(=O)Nc2ccc(S(=O)(=O)N3CCOCC3)cc2)cc1 returned HIF-2a inh 14, Peg3 prom inh -5, NR2E3 ag-1 -4, NR2E3 ag-2 -3, iPSC survival up -0.4, Exocytosis inh 0, CaV13 FRET inh -5, PDI inh 2, aDG glyco up 0.4 and TRPM1 prom inh 4.
O=C(O)C1C(c2ccccc2)C(C(=O)N2CCOCC2)C1c1ccccc1 (configuration not stated) was read as HIF-2a inh 3, Vif imaging -14, Peg3 prom inh -1, NR2E3 ag-1 7, NR2E3 ag-2 4, iPSC survival up -1.0, Exocytosis inh -6, CaV13 FRET inh -5, PDI inh 6, aDG glyco up -0.2 and TRPM1 prom inh 0.
For COc1ccc(S(=O)(=O)Nc2ccccc2C(=O)NN2CCOCC2)cc1OC the results were HIF-2a inh -4, Vif imaging -4, Peg3 prom inh 4, NR2E3 ag-1 -7, iPSC survival up -0.1, Exocytosis inh 10, CaV13 FRET inh -2, PDI inh 12, aDG glyco up -0.1 and TRPM1 prom inh 7.
COC(=O)c1ccccc1NC(=O)CSc1nnc(-c2ccc(OC)cc2)n1C was read as HIF-2a inh -11, Vif imaging -13, Peg3 prom inh -20, NR2E3 ag-1 -17, NR2E3 ag-2 -1, iPSC survival up -0.7, Exocytosis inh -4, CaV13 FRET inh -3, PDI inh 4, aDG glyco up -0.2 and TRPM1 prom inh 5.
`Cc1cc2c3c(c1)C(C)CC(C)(C)N3C(=O)C2=O` (configuration not stated) gave HIF-2a inh 17, Vif imaging -3, Peg3 prom inh 30, NR2E3 ag-1 -1, NR2E3 ag-2 -3, iPSC survival up -1.1, Exocytosis inh 10, CaV13 FRET inh -6, PDI inh -4, aDG glyco up 0.0 and TRPM1 prom inh -6.
For O=C(Nc1cccc(F)c1)C1CCCN(S(=O)(=O)c2ccccc2)C1 (configuration not stated) the results were HIF-2a inh 19, Vif imaging -21, Peg3 prom inh 15, NR2E3 ag-1 -23, NR2E3 ag-2 4, iPSC survival up -0.4, Exocytosis inh -3, CaV13 FRET inh -7, PDI inh 5, aDG glyco up 0.3 and TRPM1 prom inh 6.
For O=c1c2cc(Br)ccc2[nH]c(=S)n1Cc1ccccc1 the results were HIF-2a inh 7, Peg3 prom inh 38, NR2E3 ag-1 -72, NR2E3 ag-2 -3, iPSC survival up -0.5, Exocytosis inh -20, CaV13 FRET inh -20, PDI inh -6, aDG glyco up 0.6 and TRPM1 prom inh 1.
Screening N#CCCn1cc(C=O)c(-c2cccs2)n1 returned HIF-2a inh 18, Vif imaging -13, Peg3 prom inh 13, NR2E3 ag-1 -26, NR2E3 ag-2 6, iPSC survival up -0.2, Exocytosis inh -2, CaV13 FRET inh -3, PDI inh 0, aDG glyco up 0.0 and TRPM1 prom inh -13.

2 entries picked at random from those above:
`Cc1cc2c3c(c1)C(C)CC(C)(C)N3C(=O)C2=O` (configuration not stated) gave HIF-2a inh 17, Vif imaging -3, Peg3 prom inh 30, NR2E3 ag-1 -1, NR2E3 ag-2 -3, iPSC survival up -1.1, Exocytosis inh 10, CaV13 FRET inh -6, PDI inh -4, aDG glyco up 0.0 and TRPM1 prom inh -6.
`O=C(Nc1ccc(Cn2nnc3ccccc32)cc1)c1ccco1` gave HIF-2a inh -16, Vif imaging -8, Peg3 prom inh -9, NR2E3 ag-1 0, NR2E3 ag-2 0, iPSC survival up -0.3, Exocytosis inh 1, CaV13 FRET inh -7, PDI inh 8, aDG glyco up 0.6 and TRPM1 prom inh 3.

Remaining list, next part
Screening O=C(CCN1C(=O)/C(=C/c2ccccc2Cl)SC1=S)NC1CCCC1 returned HIF-2a inh 17, Vif imaging -1, Peg3 prom inh 36, NR2E3 ag-1 2, NR2E3 ag-2 3, iPSC survival up -0.3, Exocytosis inh -8, CaV13 FRET inh -6, PDI inh -4, aDG glyco up 0.7 and TRPM1 prom inh 13.
For COC(=O)c1ccc(CN2CCN(C(C)C)C(CCO)C2)cc1 (configuration not stated) the results were HIF-2a inh 8, Vif imaging -4, Peg3 prom inh 16, NR2E3 ag-1 20, NR2E3 ag-2 3, iPSC survival up 1.4, Exocytosis inh -10, CaV13 FRET inh -5, PDI inh -4, aDG glyco up -0.1 and TRPM1 prom inh 5.
`COc1ccc(C(=O)C[n+]2ccc3ccccc3c2C)cc1` gave HIF-2a inh -180, Vif imaging 6, Peg3 prom inh -89, NR2E3 ag-1 -104, NR2E3 ag-2 2, iPSC survival up 0.2, Exocytosis inh 7, CaV13 FRET inh -4, PDI inh 1, aDG glyco up 0.3 and TRPM1 prom inh -11.
`COC(=O)[C@@H](NC(=O)c1ccc2c(c1)S(=O)(=O)c1ccccc1C2=O)C(C)C` gave HIF-2a inh -4, Vif imaging -1, Peg3 prom inh 5, NR2E3 ag-1 12, NR2E3 ag-2 -3, iPSC survival up 1.6, Exocytosis inh 4, CaV13 FRET inh -3, PDI inh 6, aDG glyco up -0.1 and TRPM1 prom inh -13.
Screening c1ccc(Cn2c3ccccc3c3nnc(SCCN4CCCCC4)nc32)cc1 returned HIF-2a inh -30, Vif imaging -5, Peg3 prom inh 6, NR2E3 ag-1 -19, NR2E3 ag-2 0, iPSC survival up -0.5, Exocytosis inh 24, CaV13 FRET inh -20, PDI inh 2 and aDG glyco up -0.3.
`Cc1ccc(/C(N)=N/OC(=O)c2ccc(Cl)cc2Cl)cc1` gave HIF-2a inh -108, Vif imaging -11, Peg3 prom inh -121, NR2E3 ag-1 -66, NR2E3 ag-2 2, iPSC survival up -3.5, Exocytosis inh 2, CaV13 FRET inh -5, PDI inh -5, aDG glyco up -0.2 and TRPM1 prom inh -19.
Screening Cc1nc(-c2ccc(NC(=O)c3ccccc3Br)cc2)cs1 returned HIF-2a inh -234, Vif imaging 2, Peg3 prom inh -288, NR2E3 ag-1 -109, NR2E3 ag-2 1, iPSC survival up -0.3, Exocytosis inh -6, CaV13 FRET inh -4, PDI inh -11, aDG glyco up 0.6 and TRPM1 prom inh -71.
For CC(=O)NCCc1c[nH]c2ccc(OCc3ccccc3)cc12 the results were HIF-2a inh 6, Vif imaging 5, Peg3 prom inh 18, NR2E3 ag-1 13, NR2E3 ag-2 1, iPSC survival up 4.4, Exocytosis inh -7, CaV13 FRET inh -14, PDI inh -5 and aDG glyco up 0.1.
For Cc1oc(/N=C/c2cccc([N+](=O)[O-])c2)c(C#N)c1C the results were HIF-2a inh 15, Vif imaging 17, Peg3 prom inh -1, NR2E3 ag-1 -21, NR2E3 ag-2 -2, iPSC survival up 0.1, Exocytosis inh 0, CaV13 FRET inh -6, PDI inh 8, aDG glyco up -0.1 and TRPM1 prom inh 9.
For CC1CC(C)CN(CCCNC(=O)C2CCCN(c3nnc(N4CCCC4=O)s3)C2)C1 (configuration not stated) the results were HIF-2a inh 10, Vif imaging 2, Peg3 prom inh 1, NR2E3 ag-1 -24, NR2E3 ag-2 -2, iPSC survival up 4.4, Exocytosis inh 2, PDI inh -4, aDG glyco up 0.3 and TRPM1 prom inh 2.
Cc1cc(NCCN2CCOCC2)n2ncc(-c3ccccc3)c2n1 was read as HIF-2a inh -144, Vif imaging -9, Peg3 prom inh -234, NR2E3 ag-1 -84, NR2E3 ag-2 0, iPSC survival up 0.4, Exocytosis inh -2, PDI inh 1, aDG glyco up -0.1 and TRPM1 prom inh -30.
`CC(C)c1ccccc1N=C1SCCCN1C(=O)c1cccc(N2C(=O)CCC2=O)c1` gave HIF-2a inh 5, Vif imaging 5, Peg3 prom inh 8, NR2E3 ag-1 -7, NR2E3 ag-2 5, iPSC survival up 0.3, Exocytosis inh -4, CaV13 FRET inh -16, PDI inh -1, aDG glyco up -0.2 and TRPM1 prom inh -10.
Screening Cc1ccnc(NC(=O)Cc2ccc(-c3ccccc3)cc2)c1 returned HIF-2a inh -431, Vif imaging 1, Peg3 prom inh 98*, NR2E3 ag-1 93*, NR2E3 ag-2 2, iPSC survival up -0.4, Exocytosis inh -1, CaV13 FRET inh -6, PDI inh 0, aDG glyco up -0.7 and TRPM1 prom inh -46.
Screening Cc1cc(C)n(CC(O)Cn2c3ccc(Br)cc3c3cc(Br)ccc32)c(=O)n1 (configuration not stated) returned HIF-2a inh -47, Vif imaging -11, Peg3 prom inh -6, NR2E3 ag-1 -4, NR2E3 ag-2 4, iPSC survival up 3.5, Exocytosis inh 7, CaV13 FRET inh -10, PDI inh 11, aDG glyco up -0.2 and TRPM1 prom inh 16.
O=C(c1ccc(Cl)c(Cl)c1)c1cc(-c2ccccn2)c(N2CCOCC2)s1 was read as HIF-2a inh 23, Vif imaging -7, Peg3 prom inh 43, NR2E3 ag-1 -19, NR2E3 ag-2 10, iPSC survival up 0.1, Exocytosis inh 0, CaV13 FRET inh -12, PDI inh -4, aDG glyco up 0.3 and TRPM1 prom inh 14.
Screening COc1cccc(NC(=S)NNC(=O)Cn2nc(C(F)F)cc2C(F)F)c1 returned HIF-2a inh -5, Vif imaging -2, Peg3 prom inh -9, NR2E3 ag-1 -6, NR2E3 ag-2 -1, iPSC survival up 0.1, Exocytosis inh -4, CaV13 FRET inh -15, PDI inh -8, aDG glyco up 0.0 and TRPM1 prom inh -3.
For C=CCc1cccc(Cl)c1OCCON1C(=O)CCC1=O the results were HIF-2a inh 24, Vif imaging 19, Peg3 prom inh 0, NR2E3 ag-1 13, NR2E3 ag-2 1, iPSC survival up 3.3, Exocytosis inh -3, CaV13 FRET inh -5, PDI inh 19, aDG glyco up -0.3 and TRPM1 prom inh 8.
Cc1ccccc1CSc1nnc(-c2cnccn2)n1C was read as HIF-2a inh -120, Vif imaging -5, Peg3 prom inh -75, NR2E3 ag-1 -55, NR2E3 ag-2 5, iPSC survival up 0.8, Exocytosis inh 14, CaV13 FRET inh -20, PDI inh 9 and aDG glyco up 0.1.

Assay outcomes (PubChem BioAssay)
